Screens as filed in PubChem BioAssay.
TDP1 inh: blocks human tyrosyl-DNA phosphodiesterase 1. Q9NUW8. recombinant TDP1, AlphaScreen DNA substrate cleavage. Potency, µM (highest dose often 130 µM), inactives show top-dose activity change, negative = inhibition, usual class: inhibitors. 0.28% of 350,000 active. AID 485290; also: nearly all actives have a fitted effect of over 40% in size
Target sequence (Q9NUW8 whole entry, looked up): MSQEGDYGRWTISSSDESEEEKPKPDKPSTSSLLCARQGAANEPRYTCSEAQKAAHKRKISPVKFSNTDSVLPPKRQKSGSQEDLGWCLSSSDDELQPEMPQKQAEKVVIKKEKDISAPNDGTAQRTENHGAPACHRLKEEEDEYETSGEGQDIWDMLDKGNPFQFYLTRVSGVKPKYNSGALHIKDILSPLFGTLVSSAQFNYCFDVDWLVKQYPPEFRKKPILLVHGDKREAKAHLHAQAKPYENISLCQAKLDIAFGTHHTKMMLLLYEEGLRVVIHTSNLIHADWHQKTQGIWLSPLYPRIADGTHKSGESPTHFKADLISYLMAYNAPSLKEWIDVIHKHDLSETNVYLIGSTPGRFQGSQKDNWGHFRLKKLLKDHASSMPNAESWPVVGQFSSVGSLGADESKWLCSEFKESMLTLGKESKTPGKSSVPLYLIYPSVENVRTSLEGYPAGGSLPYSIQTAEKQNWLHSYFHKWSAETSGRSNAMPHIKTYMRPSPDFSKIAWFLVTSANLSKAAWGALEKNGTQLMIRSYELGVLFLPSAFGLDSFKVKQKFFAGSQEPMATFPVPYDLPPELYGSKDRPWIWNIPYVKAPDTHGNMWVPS
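E. coli-derived human Tdp1, 1 nM final. Cpd preinc 15 min RT; substrate 15 nM final, 5 min RT; AS bead mix 10 ug/ml final, 10 min RT. Signal loss = tyrosine-FITC cleavage. No-enzyme wells = max signal.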
N370S GC: N370S glucocerebrosidase modulation, Gaucher chaperone candidate; N370S GC spleen homogenate, 4MU-glucoside fluorescence; Potency, µM (highest dose often 59.4 µM), for the others: top-dose activity change, negative = inhibition, usual class: inhibitors; 0.092% of 330,000 active; AID 2101;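 also: 0% = full enzyme activity and -100% = no enzyme basal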
DT40 TDP1 no CPT: qHTS for Inhibitors of human tyrosyl-DNA phosphodiesterase 1 (TDP1): qHTS in cells in absence of CPT | DT40 Tdp1-/- hTDP1 cells, no CPT, ATP luminescence, 48 h | Potency, µM (doses to about 46.2 µM), without a hit: at the top dose activity change, negative = growth inhibition, most hits filed as inhibitors | 15% of 420,000 active | AID 686978, 2013; also: nearly all actives have a fitted effect of over 55% in size
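A cellular qHTS used chicken DT40 cells lacking endogenous Tdp1 but carrying stably transfected human TDP1. Compounds were applied without camptothecin, and cell growth kinetics were judged by ATP-dependent luminescence after ≥48 hr.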
Starred values were filed as active, the others as inactive; u = inconclusive; x = no result given; & = joins results of further samples; [ ] = another dose, or the depositor's remark. Calls follow the shape of the dose curve; as a rule, active = well fitted curve in the direction sought with a large enough effect; inconclusive = small, poorly fitted or top-dose-only effect, or another doubt; inactive = no such curve, though single readings can be large; an effect the other way counts as inactive or inconclusive. Unless noted, % is scaled to controls: 0 for no effect and ±100 for the full control effect; potency is read from the fitted curve at half-maximal effect. This is a subset; rates above refer to the full screens.

| SMILES | TDP1 inh | N370S GC | DT40 TDP1 no CPT |
| --- | --- | --- | --- |
| COCC(=O)N1CCC(n2nccc2NC(=O)CCOc2ccccc2)CC1 | 4.3% | -1.9% | -5.3% |
| O=C(CCC(=O)NCCCc1ccccc1)NCCCc1ccccc1 | -2.7% | u | -2.3% |
| Cc1nc(-c2ccc(F)cc2)c(CC(=O)NCC(=O)Nc2ccc(F)c(F)c2)s1 | 3.0% | x | u |
| Cc1ccc(C)c(C(=O)Cn2c(NCCO)nc3ccccc32)c1 | x | -15.1% | -3.9% |
| Cc1ccc2nc3c(cc(C(=O)NCc4ccco4)c(=N)n3C3CCCC3)c(=O)n2c1 | 1.5%[0.0935 µM] | -8.4% | x |
| CCCC(=O)Nc1nnc(CCOC)s1 | 3.1% | 13.8% | -4.6% |
| CCCN1CCN(S(=O)(=O)c2ccc3c(c2)OCCO3)CC1 | 1.6%&2.5% | -1.8% | -28.8%&-15.0% |
| O=c1c2ccccc2c(/C=N/c2ncn[nH]2)c(O)n1Cc1ccccc1 | 10.2% | 22.0% | u |
| CC(c1ccccc1)N1CC(C(=O)Nc2nccs2)CC1=O (stereo not given) | x | 4.6% | -6.7% |
| CCOC(=O)CN1C(=O)C(O)(CC(=O)c2cccc(OC)c2)c2ccccc21 (stereo not given) | 2.9% | 1.6% | 16.4µM* |
| CCSc1nnc(-c2ccccc2NC(C)=O)c(=O)[nH]1 | -1.0% | -4.2% | 0.4% |
| O=C1O/C(=C/C(=O)N2CCOCC2)c2ccccc21 | 4.2%[56.1 µM] | 0.8% | u |
| Cc1cc(Cl)ccc1NC(=O)CCC(=O)O | 0.0% | -1.0% | -3.7% |
| CCN(CCn1cccn1)C(=O)CC1C(=O)NCCN1CCc1ccccc1 (stereo not given) | 2.4% | -5.5% | -0.3% |
| CC(C)(C)NC(=O)Cn1cc(C#N)c2cc(Br)ccc21 | -1.1% | 1.6% | -16.1% |
| CC1(C)CC(=O)C2=C(C1)N=c1s/c(=C/c3ccc(F)c(F)c3)c(=O)n1C2c1ccc(F)cc1 (stereo not given) | 1.1% | 3.8% | u |
| CCOC(=O)c1c(S(=O)(=O)N2CCc3ccccc32)c(C)n(C)c1C | 7.4% | 4.3% | u |
| COc1ccc(S(=O)(=O)Nc2cccc(S(=O)(=O)N3CCCCC3)c2)cc1 | 1.7% | x | -14.5% |
| COc1ccc(Cl)cc1C(=O)NNC(=S)NC(=O)c1cc(-c2ccccc2)nc2ccccc12 | 3.8% | 11.4% | u |
| CN(Cc1ccccc1)C(=O)COC(=O)c1ccccc1SCC(=O)N1CCCC1 | 0.6% | 3.7% | u |
| CC1=C(C(=O)NCc2ccco2)C2(CCC(C)CC2)OC1=O (stereo not given) | 7.9% | 8.8% | -25.2% |
| CCN(CC)c1ccc(NC(=O)CSc2nc(C3CC3)nc3ccccc23)cc1C | -4.6% | 0.0% | 5.17µM* |
| C/C(=N/Nc1ccc(Cl)cc1)c1cnnc(-c2ccccc2)n1 | 1.2% | 1.7% | u |
| COc1ccc(C)cc1CN(C)c1ccc(S(=O)(=O)N2CCN(C)CC2)cn1 | 0.9% | 9.1% | u |
| CCCNC(=O)N1CCN(S(=O)(=O)c2ccc3c(c2)OCCO3)CC1 | 1.8% | x | -12.7% |
| CCCCOC(=O)Cn1c(-c2ccccc2)nc2ccccc2c1=O | -5.3% | 9.8% | -15.5% |
| CCOC(=O)c1cnc(SC)nc1Nc1cccc2ccccc12 | -2.5% | 7.4% | u |
| Cc1cc(-c2ccccc2)nc(SC(C(=O)O)c2ccccc2)n1 (stereo not given) | -2.6% | -0.6% | 19.9% |
| CC(C)NC(=O)NCCCCCCS(C)=O (stereo not given) | 2.6% | -12.7% | -10.1% |
| Cc1c(C(=O)Nc2cccc(Cl)c2)sc2nc3n(c(=O)c12)N=C(c1cccc(Br)c1)CS3 | 1.5% | x | -14.4% |

Brought forward from above: 4 compounds; new compounds follow.
| SMILES | TDP1 inh | N370S GC | DT40 TDP1 no CPT |
| --- | --- | --- | --- |
| CCOC(=O)c1cnc(SC)nc1Nc1cccc2ccccc12 | -2.5% | 7.4% | u |
| Cc1cc(-c2ccccc2)nc(SC(C(=O)O)c2ccccc2)n1 (stereo not given) | -2.6% | -0.6% | 19.9% |
| CC(C)NC(=O)NCCCCCCS(C)=O (stereo not given) | 2.6% | -12.7% | -10.1% |
| Cc1c(C(=O)Nc2cccc(Cl)c2)sc2nc3n(c(=O)c12)N=C(c1cccc(Br)c1)CS3 | 1.5% | x | -14.4% |
| Cc1ccc(Nc2cc(C)nc3c(C)ccc([N+](=O)[O-])c23)cc1 | 10.5% | -6.6% | u |
| Cc1cc(C(=O)Nc2cccc(C(=O)O)c2)c(C)o1 | 3.4% | -19.0% | -16.4% |
| O=C(c1ccccc1F)N(Cc1cccnc1)Cc1cc2cc3c(cc2[nH]c1=O)OCCO3 | 2.5% | -9.7% | u |
| CSC1=NCCN1S(=O)(=O)c1ccc2ccccc2c1 | -1.2% | 6.4% | u |
| Cc1c(NC(=O)COC(=O)C23CC4CC(CC(Br)(C4)C2)C3)c(=O)n(-c2ccccc2)n1C | 1.2% | -0.4% | -9.3% |
| COc1cccc(CNC(=O)CSc2ccc(-c3cccs3)nn2)c1 | 1.3% | -0.7% | -11.7% |
| O=[N+]([O-])c1ccccc1/C=C/C=N/n1c(-c2ccccc2)n[nH]c1=S | 7.9% | 16.2% | -10.6% |
| CC(=O)c1cccc(OCCCOc2cccc3cccnc23)c1 | 4.7% | -1.5% | 16.4µM* |
| O=C(C1CCC1)N1CCC(c2nc3c(nnn3Cc3c(F)cccc3Cl)c(=O)[nH]2)CC1 | 2.1% | 0.2% | u |
| CC(C)CN(CC(C)C)C(=O)COn1nnc2ccc(S(=O)(=O)N3CCOCC3)cc21 | 1.4% | x | u |
| COc1ccc(C(=O)NNC2=NC(C)(C)Cc3cc(C)c(C)cc32)cc1 | 2.8% | -2.5% | u |
| COC(=O)c1c(NC(=O)c2ccco2)sc2c1CCN(C(C)=O)C2 | 2.8% | -11.1% | -23.9% |
| O=C(NCc1ccco1)C(=O)NCC1OCCCN1S(=O)(=O)c1ccc(Cl)cc1 (stereo not given) | 5.0% | -7.3% | -4.4% |
| Cc1[nH][nH]c(=O)c1N=Nc1ccc(Cl)cc1 | 2.6% | -17.0% | u |
| C=CCn1c(N)c(C(=O)Nc2ccccc2)c2nc3ccccc3nc21 | -1.1% | 24.9% | u |

Part of the list above, limited to TDP1 inh.
mol,TDP1 inh
O=[N+]([O-])c1ccccc1/C=C/C=N/n1c(-c2ccccc2)n[nH]c1=S,7.9%
CC(=O)c1cccc(OCCCOc2cccc3cccnc23)c1,4.7%

(cont.)
| SMILES | TDP1 inh | N370S GC | DT40 TDP1 no CPT |
| --- | --- | --- | --- |
| Cc1cc(N)ccc1N=Nc1c(C)n(C)n(-c2ccccc2)c1=O | 5.8% | -14.0% | -28.0% |
| COc1ccc(CC(=O)O/N=C(\N)c2ccc(C)cc2)cc1 | x | 12.6% | u |
| CN(c1ccccc1)S(=O)(=O)c1nnc(NC(=O)c2ccccc2)s1 | 2.6% | x | u |
| COc1ccc(CCNC(=O)c2c(N)no[n+]2[O-])cc1OC | 0.0% | -0.2% | -13.6% |
| CC1CCc2c(sc(NC(=O)C3=COCCO3)c2C(N)=O)C1 (stereo not given) | 2.5% | x | -24.8% |
| CS(=O)(=O)c1[nH]nc(-c2ccccc2)c1C#N | 5.5% | -3.2% | 13.3% |
| Cc1cccc(CC(=O)NC2CCS(=O)(=O)C2)c1 (stereo not given) | -7.4%[0.505 µM] | 0.0% | 7.8% |
| COc1ccc(/C=C(/NC(=O)c2ccccc2Cl)C(=O)O)cc1 | 0.0% | 6.8% | 15.0% |
| Cc1ccc(C)c(CSc2nnc(CCN)o2)c1 | 1.1% | -16.8% | u |
| Cc1ccc(C(=O)C(C)OC(=O)c2nc(Cl)ccc2Cl)cc1 (stereo not given) | 5.7% | 1.1% | 8.6% |
| O=C(Cn1c(=O)nc(-c2ccccc2F)c2cc(Cl)ccc21)Nc1ccccc1C(F)(F)F | -6.2% | x | u |
| CCOC(=O)C1CCN(C(=O)CN(c2ccc(OC)cc2)S(=O)(=O)c2c(C)nn(C)c2C)CC1 | 0.0% | -0.7% | -2.2% |
| CC1CCC2(CC1)NC(=O)N(CC(=O)N1CCOCC1)C2=O (stereo not given) | 0.1% | x | 0.3% |
| CCC(=O)Nc1nnc(Cc2ccccc2)s1 | -7.6% | u | -13.7% |
| COc1ccc(OC)c(CCNC(=O)c2cccc(NC(=O)C3=C(C)OCCS3)c2)c1 | 6.9% | 5.2% | u |
| O=C(NCCCN1CCOCC1)c1cc(-c2ccc3c(c2)OCO3)nc2ccccc12 | 1.2% | -11.0% | u |
| COc1ccc(Cc2nnc(NC(=O)c3cccs3)s2)cc1OC | 0.0% | -6.9% | -15.6% |
| COc1ccccc1NS(=O)(=O)c1cc(C(=O)NCc2ccco2)ccc1C | 0.0% | x | -9.3% |
| CCc1ccc(/C=N/NC(=O)c2ccccn2)cc1 | 1.2% | -22.2% | u |
| O=C(CNS(=O)(=O)c1ccc(Cl)c(C(F)(F)F)c1)NC1CCCCC1 | 0.7% | x | -3.2% |
| COc1ccc(-c2ccc3c(c2)S(=O)(=O)c2cccc(C(=O)NCc4cccc(OC(F)(F)F)c4)c2C3=O)cc1OC | 0.5% | x | u |
| COc1cc(NC(=O)N2CCSc3ccccc32)cc(OC)c1OC | 8.7% | x | u |
| COc1ccc(OC)c(S(=O)(=O)NCC(c2ccc3c(c2)OCO3)N2CCOCC2)c1 (stereo not given) | x | -5.5% | -0.4% |
| O=C(CSc1nnc2c(n1)[nH]c1ccc(F)cc12)Nc1ccccc1F | x | -21.9% | 3.3% |
| O=C1NCC(COc2cccc3ccccc23)O1 (stereo not given) | 1.6% | 7.1% | -8.2% |
| CC1CCCCN1C(=O)c1cc(F)c(F)cc1Cl (stereo not given) | -7.7% | 13.6% | 20.1% |
| CC1=C(C(=O)OC(C)(C)C)C(c2cccs2)NC(=O)N1 (stereo not given) | 0.0% | 2.1% | u |
| Cc1ccc(OC(C)C(=O)Nc2ccc(Cl)cn2)c([N+](=O)[O-])n1 (stereo not given) | 1.5% | x | -13.7% |
| CNC(=O)c1ccc(-c2nc(CN3CCc4ccccc43)c(C)o2)cc1 | 11.2% | x | 20.6µM* |
| CCCc1cc(=O)[nH]c(SCC(=O)N(C)Cc2ccccc2)n1 | 0.0% | 3.7% | -12.9% |
| CCOc1ccc(S(=O)(=O)NCCC(=O)NCC2COc3ccccc3O2)cc1 (stereo not given) | 0.5% | x | -5.4% |
| O=C(CC(SCCO)c1ccc2c(c1)OCO2)c1ccco1 (stereo not given) | 0.0% | 8.1% | 18.4µM* |
| O=C(Nc1ccccc1)C1=C[C@@H](c2coc3ccccc3c2=O)C[C@@H](OCCCCO)O1 | 2.6% | -4.4% | 9.2µM* |
| CCN(c1ccccc1)S(=O)(=O)c1ccc(OC)c(NC(=O)c2c(C)noc2C)c1 | 0.4% | 0.2% | 4.4% |
| Cc1ccc(Cl)cc1N1CCN(S(=O)(=O)c2ccc3[nH]c(=O)ccc3c2)CC1 | x | -6.7% | u |
| CC(C)Oc1ccc(CNC(=O)C2CCN(C(=O)c3sccc3-n3cccc3)CC2)cc1 | 3.9% | x | u |
| CC1Cc2ccccc2N1S(=O)(=O)c1cccc(C(=O)NCC(c2ccco2)N2CCCC2)c1 (stereo not given) | -1.1% | -17.1% | u |
| CCC1CN(C(=O)N2CCC(C(=O)N3CCN(c4ccc(F)cc4)CC3)CC2)c2ccccc2O1 (stereo not given) | 1.3% | x | 20.6µM* |
| CCCn1c(SCC(=O)NC2CCC(C)CC2)n[nH]c1=O (stereo not given) | -0.1%[56.1 µM] | x | 14.0% |
| O=S(=O)(c1ccc(N2CCOCC2)nc1)N1CCOCC1 | -4.5% | 7.2% | -13.9% |
| CCc1nn(C(CC)C(=O)NCc2ccc(OC)c(OC)c2)c(=O)c2cc3oc(C)cc3n12 (stereo not given) | 2.5% | x | 9.2µM* |
| COCCNC(=O)Cc1ccc(NC(=O)N2CCCCc3ccccc32)cc1 | 4.5% | x | -10.3% |
| CCn1c(C)nnc1SCC(=O)Nc1ccccc1Cl | x | 3.7% | -1.7% |
| CCn1c(COc2ccccc2C)nnc1SCC(=O)Nc1ccc2c(c1)OCCO2 | 5.2% | 2.6% | -24.3% |
| COc1ccc(CC(=O)OCC(=O)NC(=O)NC(C)C)cc1 | 7.6% | 1.2% | 2.7% |
| Cc1cc2ccccc2nc1SCC(=O)Nc1nc(-c2ccccc2)cs1 | 0.0% | 11.8% | u |
| CN(c1ccccc1)S(=O)(=O)c1ccc(Cl)c(C(=O)Nc2ccncc2)c1 | -1.1%[56.1 µM] | x | 16.4µM* |
| COc1ccc2c(c1)OC(O)(C(F)(F)C(F)F)CC2=O (stereo not given) | -7.9% | 1.6% | 23.1µM* |
| CCOC(=O)CNC(=O)c1cn(C)c(=O)c2cc(OC)c(OC)cc12 | -10.5% | 12.8% | -14.7% |
| Cc1cccc(N/C(=N/S(=O)(=O)c2ccccc2)c2ccccc2)n1 | 2.0% | 3.2% | 1.3% |
